Mdm2-MdmX inh = inhibitors of human Mdm2-MdmX association, primary screen, cell-based, luminescence, split luciferase, SaOS-2, uHTS; inhibition, % at 8 µM; SaOS-2 split-luciferase Mdm2/MdmX complementation; AID 485346, 2010; hit rate 3% among 330,000; Protein Mdm4 (Homo sapiens) + E3 ubiquitin-protein ligase Mdm2 (Homo sapiens), …;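 active means inhibition of at least 50% at 8 µM in the primary screen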
CHOP UPR activ = activators of apoptotic CHOP UPR arm, primary screen, cell-based, CHO-CHOP luciferase reporter, luminescence, uHTS | UPR activation; percent of tunicamycin response over DMSO baseline | activation, % at 10 µM | hit rate 0.34% among 330,000;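 active means at 10 µM dose, activation of 40% or more, normalized to positive control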;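 further: 100% = tunicamycin at 10 µg/mL and 0% = DMSO alone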
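Dosing – one dose, 10 µM in 0.5% DMSO · System – CHO-CHOP cells, stable luciferase reporter of PERK-eIF2a-CHOP signalling · Input – 500 cells/well · Control set – tunicamycin 10 µg/mL final as positive, DMSO-only wells as negative · Timing – 6 h compound treatment, 37 °C · Measure – % activation vs tunicamycin · Technique – luminescence read with Steady-Glo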
CCR6 antagonist = CCR6 receptor antagonists, primary screen, cell-based, CHO-K1, luminescence, beta-arrestin, uHTS | CHO-K1 CCR6 PathHunter beta-arrestin, CCL20-stimulated | inhibition, % at 20 µM | hit rate 0.49% among 340,000 | AID 493098, 2011;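 active means compounds whose inhibition of the agonist-driven luminescence signal at 20 µM reaches about 50%, limit read from the data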;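 further: cells stimulated with CCL20 at 14 nM final; plate controls were DMSO with CCL20 for no effect and DMSO without agonist for full effect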
Target sequence (P51684 whole entry, looked up): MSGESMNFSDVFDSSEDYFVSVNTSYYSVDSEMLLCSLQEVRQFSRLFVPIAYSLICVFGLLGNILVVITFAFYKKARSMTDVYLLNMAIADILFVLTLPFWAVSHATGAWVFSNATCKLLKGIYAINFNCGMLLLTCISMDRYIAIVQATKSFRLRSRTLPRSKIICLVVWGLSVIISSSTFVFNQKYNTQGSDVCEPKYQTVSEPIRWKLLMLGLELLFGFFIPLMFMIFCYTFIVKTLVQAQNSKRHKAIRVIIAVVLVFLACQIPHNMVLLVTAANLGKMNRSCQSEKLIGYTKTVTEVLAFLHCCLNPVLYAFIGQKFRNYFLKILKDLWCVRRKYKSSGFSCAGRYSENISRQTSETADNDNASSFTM
697 NFkB inh = inhibitors of PMA/ionomycin-induced NF-kB reporter, 697 cells, primary screen, B-cell NF-kB inhibitor project, cell-based, luminescence, uHTS; inhibition, % at 4 µM; hit rate 0.33% among 330,000; 697 B-cell NF-kB luciferase reporter, 16 h; AID 435022, 2010; in the data active means inhibition above about 35%
EBI2 block = EBI2 receptor antagonists, beta-arrestin recruitment, primary screen, cell-based, luminescence, 7a,25-OHC stimulation, uHTS; G-protein coupled receptor 183 (Homo sapiens), P32249; inhibition, % at 5 µM; AID 651636, 2012; hit rate 0.81% among 360,000; 7a,25-OHC stimulated; in the data active means inhibition above about 38%;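 further: enzyme fragment complementation signal reports receptor beta-arrestin coupling in cells; 0% = agonist plus DMSO wells and 100% = wells without agonist; some results beyond the cut were filed as inactive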
Target sequence (P32249 whole entry, looked up, the tested form may be a part): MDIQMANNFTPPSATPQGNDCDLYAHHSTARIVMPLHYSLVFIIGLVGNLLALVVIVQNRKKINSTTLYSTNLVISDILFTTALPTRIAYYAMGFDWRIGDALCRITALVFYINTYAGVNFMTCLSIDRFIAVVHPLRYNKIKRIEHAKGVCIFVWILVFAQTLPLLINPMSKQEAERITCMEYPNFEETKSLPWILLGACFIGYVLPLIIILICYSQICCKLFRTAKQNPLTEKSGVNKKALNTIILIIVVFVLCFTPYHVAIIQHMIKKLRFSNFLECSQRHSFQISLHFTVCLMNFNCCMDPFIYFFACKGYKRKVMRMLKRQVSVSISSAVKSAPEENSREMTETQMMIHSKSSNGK
CXCR6 block = CXCR6 receptor inhibitors, primary screen, cell-based, beta-arrestin, luminescence, CHO-K1 PathHunter, 1536-well | C-X-C chemokine receptor type 6 (Homo sapiens), O00574 | inhibition, % at 20 µM | hit rate 0.36% among 360,000 | AID 602244, 2012; in the data active means inhibition above about 34%, passing the limit was not always enough;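 further: antagonist mode with CXCL16 agonist at 10 nM final; 0% = 10 nM CXCL16 with DMSO and 100% = unstimulated wells without agonist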
Target sequence (O00574 whole entry, looked up): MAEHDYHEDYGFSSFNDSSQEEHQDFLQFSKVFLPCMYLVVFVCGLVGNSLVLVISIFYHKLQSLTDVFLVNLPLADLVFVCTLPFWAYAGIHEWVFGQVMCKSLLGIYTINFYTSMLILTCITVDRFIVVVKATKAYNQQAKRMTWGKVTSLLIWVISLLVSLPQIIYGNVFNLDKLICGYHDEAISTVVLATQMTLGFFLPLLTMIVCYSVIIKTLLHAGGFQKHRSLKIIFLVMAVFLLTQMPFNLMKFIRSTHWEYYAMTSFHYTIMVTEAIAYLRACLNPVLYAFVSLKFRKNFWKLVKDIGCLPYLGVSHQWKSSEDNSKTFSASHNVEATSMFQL
Jurkat NFkB inh = inhibitors of induced NF-kB luciferase reporter, primary screen, TCR NF-kB activation inhibitor project, cell-based, luminescence, uHTS; Jurkat, PMA/ionomycin-induced NF-kB luciferase reporter; inhibition, % at 4 µM; hit rate 0.53% among 330,000; AID 435003, 2010; in the data active means inhibition above about 50%
UPR XBP1 act = activators of adaptive XBP1 UPR arm, primary screen, cell-based, CHO-XBP1 luciferase reporter, luminescence, uHTS. activation, % at 20 µM. hit rate 0.33% among 330,000. IRE1-XBP1 UPR activation; percent of tunicamycin response, DMSO as zero;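 active means versus positive control, 20 µM dose yields 30% or more activation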;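 further: 100% = tunicamycin at 10 µg/mL and 0% = DMSO only wells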
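Material: CHO-XBP1 cells stably carrying IRE1-XBP1-driven luciferase reporter | Medium: F12 with 10% serum | Compound dosing: 20 µM single concentration, DMSO 1% | Incubation: Overnight seeding at 37 °C, 6 h compound treatment at 37 °C | Detection: Steady-Glo luminescence read | Read-out basis: % activation of reporter signal versus tunicamycin and DMSO controls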
Gli-Sufu antag = Gli-Sufu pathway antagonists, primary screen, luciferase luminescence, Sufu-KO-LIGHT cells, uHTS. Sufu-KO-LIGHT fibroblasts, Gli luciferase reporter luminescence. inhibition, % at 5 µM. hit rate 0.74% among 340,000. AID 588413, 2011;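 active means inhibition above about 55%, limit read from the data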;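 further: 0% = DMSO-treated cells and 100% = wells with medium but no cells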
An asterisk follows results filed as active; . = no result given.

SMILES	Mdm2-MdmX inh	CHOP UPR activ	CCR6 antagonist	697 NFkB inh	EBI2 block	CXCR6 block	Jurkat NFkB inh	UPR XBP1 act	Gli-Sufu antag
COc1ccc(N2C(=O)CC(NC34CC5CC(CC(C5)C3)C4)C2=O)c(OC)c1 (stereo unspecified)	-5	-0.3	4	18	2	4	6	4	47
CCSc1nc2ccccc2n1S(=O)(=O)c1ccccc1	-10	-1.2	14	-1	-9	3	-17	-2	2
CCCCNS(=O)(=O)c1ccc2nc(SCC(=O)c3ccc(C#N)cc3)[nH]c2c1	4	-2.6	-19	15	4	-2	8	-6	2
CN1C(C(=O)Nc2ccc(OC(F)(F)F)cc2)=CC(c2ccco2)=NS1(=O)=O	47	-0.3	24	-25	6	-5	-4	-1	-6
CC(C)CCNC(=O)CCCOc1ccccc1	19	1.9	5	8	7	-6	0	-3	2
CC(=O)[C@H]1[C@H](C#N)C[C@H]2[C@@H]3CC=C4C[C@@H](O)CC[C@]4(C)[C@H]3CC[C@@]21C	-22	1.0	-1	-20	3	-5	-1	-6	2
COCCNC(=O)C(c1cccs1)N(C(=O)Cn1nnc2ccccc21)c1cccc(C)c1 (stereo unspecified)	-3	-0.2	6	-8	-2	-6	0	-3	0
C/C(N)=C(/C#N)C(=O)COC(=O)Cc1coc2cc(C)ccc12	2	1.0	-1	17	-6	-16	0	-1	-15
Cc1ccc(C(=O)N/C(=C\c2ccc(-c3cccc([N+](=O)[O-])c3)o2)C(=O)NCCCN(C)C)cc1	39	-0.6	-15	-11	-5	-30	1	-6	17
COc1cc(/C=N/NC(=O)CSc2nc3ccccc3n2C)cc(OC)c1OC	29	-0.5	7	12	-3	-1	15	0	0
CCN(CC)S(=O)(=O)N1CCC(C(=O)NCC2COc3ccccc3O2)CC1 (stereo unspecified)	-3	0.7	5	-1	5	-1	-12	-1	-4
O=C(CSc1nnc(-c2ccccc2F)o1)NC(=O)Cc1ccccc1	19	0.2	-1	11	-3	-2	1	-1	4
O=C(C1CCCN(S(=O)(=O)c2cccnc2)C1)N1CCN(c2ccccn2)CC1 (stereo unspecified)	12	-1.3	7	6	-2	2	17	2	-3
Cc1ccccc1C1NC(c2ccccc2C)C(C)C(=O)C1C (stereo unspecified)	-10	2.7	32	-6	5	9	21	1	19
CC(C)[C@H](NS(=O)(=O)c1ccc2c(c1)OCCO2)C(=O)OCC(=O)Nc1ccccc1	-45	1.8	9	2	-8	-1	-7	-1	12
CNC(=O)NC1CCCCc2sccc21 (stereo unspecified)	21	-1.8	-6	11	-8	-7	14	-1	20
COc1ccc(/C=C2/SC(=S)NC2=O)cc1OCc1ccccc1	19	-1.2	12	-5	-4	19	7	0	6
Cc1cccc(NC(=O)CSc2nc3c(oc4ccccc43)c(=O)n2-c2ccccc2)c1	39	1.5	9	21	22	-2	2	-2	9
O=C(C[C@H]1C[C@H](C(=O)N2CCOCC2)[C@@]2(CCC3CCCC3)c3[nH]c4cc(-c5ccco5)ccc4c3CCN2C1=O)NCC12CC3CC(CC(C3)C1)C2	54*	2.0	8	4	9	0	.	5	-3
Cc1cc(OCCCC(=O)Nc2nnc(C3CC3)s2)ccc1Cl	-2	1.0	3	-4	-2	-2	8	-2	.

Continued, overlapping the part above by four compounds.
SMILES	Mdm2-MdmX inh	CHOP UPR activ	CCR6 antagonist	697 NFkB inh	EBI2 block	CXCR6 block	Jurkat NFkB inh	UPR XBP1 act	Gli-Sufu antag
COc1ccc(/C=C2/SC(=S)NC2=O)cc1OCc1ccccc1	19	-1.2	12	-5	-4	19	7	0	6
Cc1cccc(NC(=O)CSc2nc3c(oc4ccccc43)c(=O)n2-c2ccccc2)c1	39	1.5	9	21	22	-2	2	-2	9
O=C(C[C@H]1C[C@H](C(=O)N2CCOCC2)[C@@]2(CCC3CCCC3)c3[nH]c4cc(-c5ccco5)ccc4c3CCN2C1=O)NCC12CC3CC(CC(C3)C1)C2	54*	2.0	8	4	9	0	.	5	-3
Cc1cc(OCCCC(=O)Nc2nnc(C3CC3)s2)ccc1Cl	-2	1.0	3	-4	-2	-2	8	-2	.
Cc1nn2c(-c3ccc(Cl)cc3)ccnc2c1-c1ccccc1	.	.	6	.	13	2	.	.	-44
COc1cc(Br)cc(CN2CCN(C/C=C/c3ccccc3)CC2)c1O	14	-0.3	-4	11	10	-1	2	-1	2
COc1ccc(S(=O)(=O)N2CCC(N3CCN(c4ccccc4OC)CC3)CC2)cc1	-35	0.3	-1	18	7	1	4	13	11
Cc1ccn2c(=O)nc(SCC(=O)NCCc3ccccc3)nc2c1	9	1.1	5	-18	-8	9	3	-1	-2
O=C(Nc1ccc(OC(F)F)c(Cl)c1)C(c1ccccc1)c1ccccc1	19	-3.0	6	-6	5	9	-9	0	23
O=C(NC(c1ccccc1)C(Cl)Cl)c1ccccc1 (stereo unspecified)	-5	0.6	-7	-4	-6	-5	-11	-1	3
CSc1ccccc1NC(=O)c1ccncc1	-33	1.0	7	6	-1	-7	5	1	-2
Nc1ccc(NC(=O)CCN2CCOCC2)cc1	-2	-2.2	4	-5	-8	6	6	-4	-6
CCNC(=S)Nc1ccc(N(c2ccccc2)C(C)C)cc1	25	-1.1	4	-29	27	-10	5	-1	8
CC(C)NCCCCOc1ccc(Br)cc1Cl	10	-1.6	10	3	-29	-7	-7	-3	11
CC(NC(=O)CN(c1ccccc1F)S(C)(=O)=O)c1ccccc1 (stereo unspecified)	8	1.3	-13	11	3	-4	8	-3	-13
Cc1cc(OC(=O)c2ccccc2F)c([N+](=O)[O-])c(=O)[nH]1	11	-0.4	1	3	0	2	-11	-4	2
O=C(Nc1ccccc1F)C1CC1c1ccccc1 (stereo unspecified)	-8	0.9	-5	-1	-10	-8	-14	1	-10
CN(C)c1ccc(NC(=S)NC23CC4CC(CC(C4)C2)C3)cc1	28	11	21	-99	5	13	-34	8	-31
COc1cc2c(-c3cc(F)cc(F)c3)c(-c3ccsc3)oc(=O)c2cc1OC	12	0.5	4	-21	-14	26	15	5	-11
O=C(NC(Cc1ccccc1)C(=O)O)/C(=C\c1ccccc1F)NC(=O)c1ccccc1 (stereo unspecified)	18	-1.8	0	9	1	-3	-11	-1	1
C/C(=N\NC(=O)c1cc(C(C)C)[nH]n1)c1ccco1	-34	-2.0	20	-49	-1	3	-43	-2	-65
CCC(C)[C@H](NC(=O)N1CCC(C)CC1)C(=O)OC (stereo partly specified)	-12	2.0	-5	15	-1	-1	8	-4	0
O=C(c1cccc(C(F)(F)F)c1)C1CCCN(Cc2cccc(OCCO)c2)C1 (stereo unspecified)	10	-2.2	20	-2	8	4	-11	-3	20
COc1ccc2c3n([n+]([O-])c2c1)CCN=C3c1ccc(C)cc1	-1	1.6	-2	-18	-6	-12	-6	-3	-7
C/C(CC(=O)Nc1cc(Cl)ccc1C)=N\NC(N)=O	-9	-0.7	8	-10	-2	-8	-4	-1	-8
Cc1ccc(C(=O)NC(=S)Nc2cccc(NC(=O)c3ccccc3Cl)c2)cc1[N+](=O)[O-]	-24	0.9	43	7	8	30	11	-1	7
O=C(COC(=O)[C@@H]1CC(O)CN1S(=O)(=O)c1ccc(Cl)cc1)NC(=O)NCc1ccccc1 (stereo partly specified)	-1	3.4	7	0	2	8	4	-1	-1
Cc1ccnc(N2C(=O)c3ccccc3C2Nc2cccc(C)c2C)c1 (stereo unspecified)	5	1.8	2	13	-1	10	-2	-2	-6
O=C(O)Cn1cc(/C=C2/SC(=O)N(CC(=O)N3CCCCCC3)C2=O)c2ccccc21	-28	1.2	8	21	.	.	10	-1	2
CN=C(Nc1ccccc1)SC1CC(=O)N(c2cccc(OC)c2)C1=O (stereo unspecified)	10	-0.7	14	6	8	-2	11	-1	4
c1ccc(-n2nnnc2-c2cnc(-c3cccnc3)nc2-c2cccs2)cc1	-10	0.3	17	-9	0	14	-7	0	8
Cc1ccc(-c2nc(CN3CCCCC3)cc(CN3CCCCC3)c2O)cc1	7	-0.2	8	-17	-17	10	-16	-2	11
COc1ccc(S(=O)(=O)N2CCN(C(=O)c3ccc(C)o3)CC2)cc1	9	-0.5	-1	-5	-8	6	-10	-2	-4
O=C(Cc1ccccn1)c1ccc(F)cc1	11	2.0	-6	3	-15	-15	-6	1	-26
COc1ccc(NC(=S)NC(C)Cc2cccs2)cc1 (stereo unspecified)	-3	-0.2	-24	-15	-6	7	-7	0	-5
COc1cc(C(=O)Nc2ccccc2N2CCCCC2)cc(OC)c1OC	36	-0.5	21	2	15	7	-6	5	17
c1ccc(-c2nnc3sc(Cc4cccs4)nn23)cc1	-19	0.7	-2	-39	9	3	-18	5	-2
CCc1c(C)[nH]n(-c2nc(-c3ccccc3)cs2)c1=O	-29	1.9	16	0	1	2	-31	0	-4
c1ccc2c(Nc3ccc(N4CCOCC4)cc3)nc(N3CCOCC3)nc2c1	14	0.5	-5	-32	13	12	-24	0	-7
CCCCNC(=O)CCNS(=O)(=O)c1ccc(C)cc1	10	-2.6	12	-7	0	-2	9	-2	0
CCOC(=O)c1c(N)sc(C(=O)N2CCCCCC2)c1C	40	-0.9	6	-1	3	-1	-5	-2	1
Cc1nn(-c2ccccc2)c(C)c1/C=N/NC(=O)c1cc(-c2ccc(Cl)s2)[nH]n1	56*	-1.0	-6	-3	52*	-8	72*	20	10
O=C1C=C(c2ccc(Cl)c(C(F)(F)F)c2)C[C@@H](c2ccc(Cl)cc2)C1	32	-0.4	14	-13	25	-10	-7	2	23
Cn1c(=O)c2c(nc(N3CCCCC3)n2C)n(C)c1=O	-3	-3.3	-13	-10	1	-10	0	52*	1
CC(=NCCCn1ccnc1)c1c(-c2ccccc2)[nH]n(-c2nc3ccccc3s2)c1=O	-3	0.9	-9	12	8	13	-14	-1	12
CC1=C(C#N)C(/C=N/OCc2ccc(F)cc2Cl)CC(=O)N1 (stereo unspecified)	-3	0.8	13	16	-5	10	12	-2	6
Cc1cc(C)nc(NS(=O)(=O)c2ccc(NC(=O)c3ccc(S(=O)(=O)N4CCOCC4)cc3)cc2)n1	-5	2.6	5	17	-7	-1	10	1	-5
COc1ccccc1NC(=O)CSCc1ccc([N+](=O)[O-])cc1	7	-0.5	8	-5	2	6	12	4	-24
COc1cc(/C(C)=N/NC(=O)C(O)(c2ccccc2)c2ccccc2)ccc1O	31	-0.5	-7	10	1	0	12	-3	5
CCCCC#Cc1ccccc1CC(=O)Nc1ccccc1	-14	0.1	4	11	1	1	8	0	3
COc1ccc(S(=O)(=O)N2CCC(C(=O)NCCC(=O)NCc3ccccc3OC)CC2)cc1	14	0.2	-3	5	-4	-8	0	-2	-5
NC(=O)COC(=O)[C@@H]1CC(O)CN1S(=O)(=O)c1ccc2c(c1)OCCO2 (stereo partly specified)	10	0.9	5	10	0	2	5	0	5
